TNAP act mid DEA: activates human TNAP at intermediate phosphate acceptor concentration | P05186 | purified TNAP, CDP-star luminescence, 100 mM DEA, 30 min; hits give high values; scale: 0 levamisole-inhibited, 1 vehicle-only enzyme | activation factor at 20 µM | 64,000 tested, under 10 active;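 active = activation factor of at least 2 at 20 µM, relative to controls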
HEK293 NFkB inh: lowers PMA/ionomycin-induced NF-kB signal in HEK293 cells. HEK-293 NF-kB luciferase reporter, luminescence. inhibition, % at 3 µM. 62,000 compounds, 0.21% hits;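 active = inhibition above the mean of all tested compounds plus 3 SD, cut at about 40% in these data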;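 note: 0% = stimulated DMSO wells and 100% = 10 µM reference inhibitor 5653914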
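Signal: luciferase luminescence; Material: HEK-293 cells with stable firefly luciferase reporter driven by four HIV NF-kB elements; Probe or stimulus: PMA with ionomycin; Replication: tested once; Times: 1 h compound pretreatment, then 16 h stimulation at 37 °C, 5% CO2; Benchmarks: DMSO and 10 µM reference inhibitor; Evaluation: per-plate % inhibition versus controls.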
Jurkat viability: cytotoxicity toward Jurkat cells | Jurkat E6.1 viability, ATP luminescence, 48 h | inhibition, % at 4 µM | 56,000 compounds, 1.2% hits;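 active = inhibition above the mean inhibition of all tested compounds plus 3 SD, cut at about 28% in these data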
D1 mod: allosterically modulates the human D1 dopamine receptor. P21728. HEK293 D1, CRE-luciferase, dopamine EC30 potentiation; actives deviate in either direction. B-score at 10 µM. 58,000 compounds, 5.9% hits. AID 641;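 active = luminescence count or its row- and column-corrected plate score outside the 99.7% band of the plate's sample wells, on either side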
SF1 activator: activates the human nuclear receptor SF-1; AID 522; activation, % at 10 µM; CHO-K1 Gal4-SF-1 LBD luciferase reporter; % increase over DMSO SF-1-specific signal; 65,000 compounds, 1.9% hits;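 active = activation above the mean activation of all tested compounds plus 3 SD, cut at about 50% in these data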
Target sequence (Q13285 whole entry, looked up, the tested form may be a part): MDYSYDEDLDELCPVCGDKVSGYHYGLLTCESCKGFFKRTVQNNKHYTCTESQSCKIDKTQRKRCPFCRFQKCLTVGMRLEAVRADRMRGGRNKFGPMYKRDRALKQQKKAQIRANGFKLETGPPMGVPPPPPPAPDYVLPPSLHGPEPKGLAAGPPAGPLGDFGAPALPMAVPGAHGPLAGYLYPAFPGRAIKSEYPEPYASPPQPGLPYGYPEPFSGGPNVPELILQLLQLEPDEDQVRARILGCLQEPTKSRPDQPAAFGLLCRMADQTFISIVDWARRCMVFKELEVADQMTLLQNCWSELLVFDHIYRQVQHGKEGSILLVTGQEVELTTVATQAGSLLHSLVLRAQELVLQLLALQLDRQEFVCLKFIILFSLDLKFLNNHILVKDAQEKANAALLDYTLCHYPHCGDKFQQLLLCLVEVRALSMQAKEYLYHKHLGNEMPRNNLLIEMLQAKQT
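material = CHO-K1 cells with Gal4–hSF-1 LBD chimera plus Gal4-driven luciferase | compound = 10 µM single point, 1% DMSO | incubation = 20 h compound exposure at 37 °C after 1 h cell settling | measured by = SteadyLite luciferase luminescence | evaluation = percent activation relative to DMSO median and mock-transfected background | control set = DMSO negative control and −SF1 background wells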
M1 ag: activates the M1 muscarinic receptor; 64,000 compounds, 3% hits; B-score at 10 µM; CHO-M1 cells, Fluo-4 calcium fluorescence, agonist mode; hits give high values;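 active = fluorescence rise, raw or as B-score row- and column-corrected plate score, outside the 99.7% band of its plate's samples, either direction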
NADH enzymes: inhibition of NAD/NADH coupling enzymes, library profiling; IC50, µM (titrated, usually from 10 µM), for the others: at the top dose inhibition; 65,000 compounds, 0.02% hits; coupled PK/LDH NADH assays, four targets;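 active = single-dose screening hits from any of four coupled enzyme assays that gave an IC50 when retested across doses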;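 note: the DPM-DC format reads NADH fluorescence rather than 340 nm absorbance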
M1 antag: blocks the rat M1 muscarinic receptor response to acetylcholine | P08482 | CHO-M1 cells, Fluo-4 calcium, ACh EC80 antagonist mode; hits give low values | B-score at 10 µM | 64,000 compounds, 3.4% hits | AID 628;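 active = calcium fluorescence response, raw or row-and-column corrected B-score, differing from the plate sample mean either way at a set confidence level, mostly lower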
Target sequence (P08482 whole entry, looked up): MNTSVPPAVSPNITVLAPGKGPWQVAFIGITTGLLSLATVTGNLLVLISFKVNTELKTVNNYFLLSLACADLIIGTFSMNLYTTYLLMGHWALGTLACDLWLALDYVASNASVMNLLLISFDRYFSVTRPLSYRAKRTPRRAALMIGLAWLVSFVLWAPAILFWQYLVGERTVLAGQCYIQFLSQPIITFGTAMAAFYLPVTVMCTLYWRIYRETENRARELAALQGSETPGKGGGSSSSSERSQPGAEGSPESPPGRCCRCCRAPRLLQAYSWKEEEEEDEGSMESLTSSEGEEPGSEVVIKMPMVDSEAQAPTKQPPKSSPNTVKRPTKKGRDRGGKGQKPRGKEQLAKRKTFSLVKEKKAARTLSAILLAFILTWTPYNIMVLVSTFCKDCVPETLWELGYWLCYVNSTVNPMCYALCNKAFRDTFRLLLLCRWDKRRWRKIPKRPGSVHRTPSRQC
tolC growth inh: blocks growth of E. coli BW25113 tolC mutant; OD615; growth inhibition, % at 10 µM (by protocol); 65,000 compounds, 2.2% hits;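 active = growth inhibition at or above a cutoff equal to the mean over every tested compound plus 3 SD, cut at about 60% in these data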;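 note: growth measured after 20 h incubation at 37 °C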
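System: E. coli ΔtolC::kan strain BW25113; Buffer or medium: LB broth supplemented with 50 µg/mL kanamycin; Compound: 10 µM final, single dose; Incubation: bacterial growth with compound for 20 h at 37 °C; Signal: A615 absorbance measurement; Evaluation: growth inhibition in percent.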
An asterisk follows results filed as active; . = no result given; [ ] = another dose, or the depositor's remark. A portion of the library, so the mix of outcomes need not match the whole.

Start of the data: the first 3 entries (preview)
SMILES	TNAP act mid DEA	HEK293 NFkB inh	Jurkat viability	D1 mod	SF1 activator	M1 ag	NADH enzymes	M1 antag	tolC growth inh
O=C(c1ccc2c(c1)ncn2C1CCCCCC1)N1CCC2(CC1)OCCO2	.	16	4	-1	24	-0.53	4%	-0.45	8
CCCCn1c(O)c(C=NC2CCCCC2N)c(=O)[nH]c1=O (stereo not drawn)	1.2	-6	6	-0.83	9	1.8	2%	0.55	-13
CC12CN3CC(C)(CN(C1)C3c1cccs1)C2O (stereo not drawn)	0.9	6	6	0.16	12	-0.6	5%	1.2	-10

The whole of this part, from the first entry:
SMILES	TNAP act mid DEA	HEK293 NFkB inh	Jurkat viability	D1 mod	SF1 activator	M1 ag	NADH enzymes	M1 antag	tolC growth inh
O=C(c1ccc2c(c1)ncn2C1CCCCCC1)N1CCC2(CC1)OCCO2	.	16	4	-1	24	-0.53	4%	-0.45	8
CCCCn1c(O)c(C=NC2CCCCC2N)c(=O)[nH]c1=O (stereo not drawn)	1.2	-6	6	-0.83	9	1.8	2%	0.55	-13
CC12CN3CC(C)(CN(C1)C3c1cccs1)C2O (stereo not drawn)	0.9	6	6	0.16	12	-0.6	5%	1.2	-10
CCCCCCn1c(N)c(C(=O)NCCN2CCOCC2)c2nc3ccccc3nc21	1	1	-3	-0.066	16	0.78	8%[fluoresces]	0.21	76*
COc1cccc(N2C(=O)NC(=O)C3(Cc4cc(C)ccc4N(C)C3)C2=O)c1 (stereo not drawn)	0.9	3	0	-0.65	-7	-0.57	3%	1.2	12
CCCNS(=O)(=O)c1ccc(OCC(=O)N2CCN(Cc3ccccc3)CC2)cc1	0.9	9	9	-0.029	-7	-0.003	2%	-0.78	8
COc1ccc(CCn2c(O)c(C=NCCCO)c(=O)[nH]c2=O)cc1OC	1	-6	1	1.3	-1	0.99	5%	0.048	-2
Cc1cc(Cl)ccc1OC(C)C(=O)O (stereo not drawn)	0.9	14	-3	-2	-10	0.078	3%	0.3	-14
CN(C=O)CP(=O)(O)CN(C)C=O	0.9	9	-3	-0.58	6	-0.72	9%	0.0058	-14
COc1ccc2[nH]c(C)c(CCN3CCC(=O)C(C)C3C)c2c1 (stereo not drawn)	0.9	-3	0	.	-9	-0.2	4%	-0.67	2
CC1(C)C2CC=C(CN3CCC(O)CC3)C1C2 (stereo not drawn)	0.9	8	4	-0.018	6	0.7	14%	-0.61	-21
CCN(CC)CCN=Cc1c(O)n(CCc2ccccc2)c(=O)[nH]c1=O	1	.	.	.	-13	1.5	4%	0.38	-4
N[C@@H](Cc1c[nH]c2ccccc12)c1nnc(SCc2ccccc2)o1	1	14	-5	0.41	13	0.14	8%	-0.15	14
N#CC1=C(N)Oc2c(c(=O)oc3ccccc23)C1c1cccnc1 (stereo not drawn)	0.9	-9	.	-0.28	21	-0.39	3%	1.4	1
COc1cc(CN2CCN(C(=O)COc3ccccc3)CC2)cc(OC)c1OC	0.9	15	5	0.018	-5	-1	16%	0.36	-15
C=CCN1C(=O)CSc2ccc(C(=O)N3CCC4(CC3)OCCO4)cc21	0.9	-2	-8	-0.54	-12	0.0061	6%	-0.53	-14
C=CCN(CC=C)Cc1c[nH]c2ccccc12	0.9	23	-3	-5.6*	-16	-1.1	5%	0.22	-6
CCCCn1c(O)c(C(C)=NCCc2ccccc2)c(=O)[nH]c1=O	0.9	12	9	2.1	-19	0.32	3%	0.022	-1
O=c1[nH]c(=O)n(-c2cccc3ccccc23)c(O)c1C=NCCCn1ccnc1	1	.	.	.	7	0.059	2%	-0.21	9
COc1cc(Br)cc(CN2CCN(C)CC2)c1O	1	12	-14	-0.99	17	-0.82	0%	-3.9*	-21
C=CCOC(=O)C1=C(C)OC(N)=C(C#N)[C@@]12C(=O)N(CC(N)=O)c1ccccc12	0.9	.	.	1	2	0.3	0%	0.006	4
COc1ccc(CCC(=O)N2CCC3(CC2)OCCO3)cc1	0.9	10	8	.	-22	-0.0052	7%	1.1	-17
Nc1ccc(N2CCN(Cc3ccccc3Cl)CC2)c(Cl)c1	1	12	-7	-0.41	1	1.2	2%	-1.4	15
O=C1NC(=O)C(Cc2cccs2)C(=O)N1	1	13	2	-0.16	-13	2.2	1%	-0.45	1
Cc1c(C(=O)N2CCC3(CC2)OCCO3)sc2ncnc(N(C)c3ccccc3)c12	.	11	-1	0.93	4	-0.077	7%	-0.16	3
O=P(OCC(F)(F)C(F)F)(N1CCCCC1)N1CCCCC1	1	14	1	0.021	11	-0.11	4%	0.84	2
Cc1nn(Cc2ccccc2Cl)c(Cl)c1C(=O)OCC(=O)NCc1ccco1	0.8	20	14	1.7	-2	0.81	1%	0.51	-5
Cc1ccc(C2(O)CCN3CCCCC32)cc1 (stereo not drawn)	0.9	14	3	-1.6	-6	0.58	8%	0.48	-18
CCN1CCN(Cc2nnnn2C(C)(C)C)CC1	0.9	1	5	0.072	-29	0.47	3%	0.71	1
CN1C2CCC1CC(OC(=O)c1ccc(Cl)cc1)C2 (stereo not drawn)	0.9	-1	6	0.091	2	0.013	5%	-19*	-8
Cc1ccc2cccc(OC(=O)N(C)c3ccccc3)c2n1	1	-5	-9	0.43	-17	-0.22	4%	0.7	5
CC(Cc1ccccc1)[n+]1cc(/N=C(\[O-])N(C)C)on1 (stereo not drawn)	0.9	-3	0	-0.3	-9	-0.036	8%	0.4	0
CCC(=NCCN1CCCCC1)c1c(O)n(C)c(=O)n(C)c1=O	1	.	.	.	-3	-0.35	4%	-0.37	-5
C=CCn1c(O)c(C(CC)=Nc2ccc(N(CC)CC)cc2)c(=O)[nH]c1=O	0.9	-6	-7	-1.7	-11	0.25	2%	-1.5	-2
O=c1c2ccccc2[nH]c(=S)n1-c1ccc2c(c1)OCO2	0.9	9	-6	2	-8	-0.84	5%	-0.4	-8
CCCC1=C(C(=O)OCC)C2(C(=O)Nc3ccccc32)C(C#N)=C(N)O1 (stereo not drawn)	1	13	-12	0.042	3	-0.29	4%	0.16	4
COc1ccc(C2SCC(=O)Nc3c2c(=O)[nH]n3C2CCCCC2)cc1 (stereo not drawn)	0.9	.	.	.	-2	-0.55	1%	0.8	2
CCC(=NCCN1CCOCC1)c1c(O)n(-c2ccccc2C)c(=O)[nH]c1=O	0.9	6	2	-0.055	3	0.19	1%	-0.31	-25
CCCCCCn1c(O)c(C=NCCN2CCCCC2)c(=O)[nH]c1=O	0.9	.	.	0.42	-4	-1.8	2%	-0.71	2
CC(C)[C@@]1(NC(=O)[C@@H]2C=C3c4cccc5[nH]cc(c45)C[C@H]3N(C)C2)O[C@@]2(O)[C@@H]3CCCN3C(=O)[C@H](Cc3ccccc3)N2C1=O	1	.	.	34*	2	60*	2%[fluoresces]	0.73	10
Cc1cc(OCC(=O)O)c2c3c(c(=O)oc2c1)CCCC3	0.7	3	7	-0.47	-26	-0.39	3%[fluoresces]	-0.016	2
CCCCn1c(=O)c(C(=O)Nc2cnccn2)c(O)c2ccccc21	0.9	16	-4	6.8*	-15	-0.69	5%	1.1	99*
COc1ccc(-n2c(=O)[nH]c3ccccc3c2=O)c(OC)c1	0.9	18	5	-0.34	-4	-0.37	7%	0.13	-11
O=C(CNS(=O)(=O)c1cccs1)N1CCC2(CC1)OCCO2	0.9	14	-2	-1.1	25	1.1	4%	1.3	-9
COC(=O)C(O)(c1c(C)[nH]n(-c2ccccc2)c1=O)C(F)(F)F (stereo not drawn)	1	4	-11	-0.72	1	0.53	6%	0.16	-6
CCC(=NCCCO)c1c(O)n(-c2ccc(OC)cc2)c(=O)[nH]c1=O	0.9	9	7	-0.51	4	0.2	1%	0.4	-13
COc1cc2nc(CN3CC=C(c4ccccc4)CC3)[nH]c(=O)c2cc1OC	1	12	-3	-1.9	-88	0.047	6%	0.99	-15
COc1ccc(Cn2c(O)c(C=NCCN3CCOCC3)c(=O)[nH]c2=O)cc1	1	.	.	.	0	-1.5	5%	-0.096	11
CCC1(CC)C(=O)NC(=Nc2cccc(C(F)(F)F)c2)NC1=O	0.9	12	4	0.68	6	-0.14	1%	0.21	6
COc1ccccc1N1CCN(Cc2ccccc2F)CC1	0.9	9	6	-1.2	30	0.027	17%	-0.8	-19
C[N+]12CN3CN(CN(C3)C1)C2	0.9	2	-1	0.15	5	-0.27	9%	0.46	-11
O=c1[nH]c(=O)n(CCC2=CCCCC2)c(O)c1C=NCc1cccnc1	0.9	-4	4	1.6	-1	-0.6	9%	-0.26	-11
N[C@@H](Cc1c[nH]c2ccccc12)c1nnc(SCc2ccc(F)cc2)o1	0.9	1	-7	0.65	-8	0.13	5%	-0.45	13
C=CCn1c(O)c(C=Nc2ccc(N(CC)CC)cc2)c(=O)[nH]c1=O	0.7	.	.	.	-8	17*	2%	-0.0093	9
c1ccc(CCn2nnnc2CN2CCC(n3nnc4ccccc43)CC2)cc1	1	14	-3	.	3	0.34	3%	0.059	13
Cn1c(=O)cc(OCC(=O)N2CCC3(CC2)OCCO3)c2ccccc21	1	9	-2	-0.76	-9	-0.48	4%	-0.21	-4
O=C(C(Cc1ccccc1)NS(=O)(=O)c1ccc(F)cc1)N1CCC2(CC1)OCCO2 (stereo not drawn)	0.9	22	.	0.014	-5	1.9	4%	-0.77	12
Cc1ccc2c(c1)C1CN(C)CCC1N2C(=O)Cn1nnc(-c2ccccc2F)n1 (stereo not drawn)	1	5	-1	-3.2*	19	-1.8	1%	-0.67	7
CCOc1cc2[nH]c(=S)n(CCCC(=O)N3CCC4(CC3)OCCO4)c(=O)c2cc1OCC	0.8	17	.	0.85	4	0.92	2%	0.05	10
CCCNC(=O)c1c(N)n(CC2CCCO2)c2nc3ccccc3nc12 (stereo not drawn)	1.1	8	12	-0.19	-20	-0.8	3%[fluoresces]	-0.77	0
Going on with the list:
SMILES	TNAP act mid DEA	HEK293 NFkB inh	Jurkat viability	D1 mod	SF1 activator	M1 ag	NADH enzymes	M1 antag	tolC growth inh
CCN1CCN(Cc2ccc(C)cc2)CC1	0.9	11	-13	-0.19	6	-0.33	2%	-0.069	-15
Cc1ccc2c(c1)C1CN(C)CCC1N2C(=O)c1ccco1 (stereo not drawn)	1	12	.	-0.0049	2	-0.36	4%	0.53	-8
COc1ccc(C(CC(=O)N2CCC3(CC2)OCCO3)NS(=O)(=O)c2ccc(OC)cc2)cc1 (stereo not drawn)	0.9	20	-6	-0.39	5	-1	3%	-0.1	-2
N#CC1=C(N)Oc2c(c(=O)oc3ccccc23)C1c1ccc(OC(=O)N2CCOCC2)cc1 (stereo not drawn)	1	16	-1	0.54	8	0.29	7%	-0.15	3
CCCCn1c(O)c(C(C)=Nc2ccc(C(=O)O)cc2)c(=O)[nH]c1=O	0.9	19	-6	-0.75	-2	0.21	5%	-0.3	4
CCC(=NCC1CCCO1)c1c(O)n(-c2ccccc2)c(=O)[nH]c1=O (stereo not drawn)	1	16	5	-0.081	-7	0.029	5%	0.47	-31
COCCCn1c(N)c(C(=O)OC(C)COC)c2nc3ccccc3nc21 (stereo not drawn)	0.9	12	5	5.6*	16	0.64	14%[fluoresces]	0.25	-7
CP(=O)(O)CCCN	0.9	8	-2	-0.048	-5	-0.018	6%	0.27	-13
CC(=O)NC1CC2CCCC(C1)N2 (stereo not drawn)	0.9	21	-1	-0.073	4	0.38	7%	-1.5	-11
